Tb MetRS inh: T. brucei MetRS inhibitors, primary screen, biochemical, luminescence. AID 624268, 2012. inhibition, % at 11.9 µM. methionyl-tRNA synthetase (Trypanosoma brucei brucei). purified T. brucei MetRS, ATP depletion, Kinase-Glo luminescence. hit rate 0.4% among 360,000;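 active means inhibition above a per-plate cutoff of the control wells' mean inhibition plus 3 SD, cut at about 5.5% in these data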;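 further: 0% = DMSO wells median and 100% = median of wells with control inhibitor compound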
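Test system: purified T. brucei MetRS enzyme. Also added: ATP, methionine and E. coli bulk tRNA substrates. Compound: 11.9 µM single point. Schedule: 15 min enzyme-compound preincubation, 2 h reaction, 10 min detection, 25 °C. Signal: luciferase luminescence of residual ATP, Kinase-Glo. Evaluation: percent inhibition versus plate control medians. Controls: DMSO wells, low control.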
CSN inh: inhibitors of CSN-mediated cullin deneddylation, primary screen, biochemical, fluorescence polarization, uHTS. COP9 signalosome complex subunit 5 (Homo sapiens), Q92905. Purified CSN, SCF-Nedd8-OG deneddylation. inhibition, % at 12.5 µM. hit rate 0.38% among 360,000;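 active means pattern-corrected inhibition above about 35%, with an unprinted fluorescence ratio check between 0.5 and 1.5, limit read from the data, passing the limit was not always enough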;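 further: 0% = enzyme with substrate and 100% = substrate without enzyme; some results filed as inactive read as strong as hits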
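Test system: purified human Csn5 enzyme expressed in HEK293T cells. Amount: 0.24 nM enzyme. Reagent: SCFSkp2-Nedd8OG substrate at 10 nM final. Schedule: 90 min incubation of compound, enzyme and substrate at room temperature. Detection: fluorescence polarization. Read-out: % inhibition of substrate cleavage by Csn5.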
Scp1 inh: Scp-1 phosphatase inhibitors, primary screen, biochemical, colorimetric, uHTS | hit rate 0.88% among 340,000 | inhibition, % at 20 µM | Recombinant Scp1, phosphopeptide, malachite green phosphate absorbance | Carboxy-terminal domain RNA polymerase II polypeptide A small phosphatase 1 (Homo …;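 active means inhibition above about 50% at 20 µM, limit read from the data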;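 further: plate controls were DMSO wells with enzyme for no effect and wells lacking enzyme for full effect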
Target sequence (Q9GZU7 76-261 limits assumed): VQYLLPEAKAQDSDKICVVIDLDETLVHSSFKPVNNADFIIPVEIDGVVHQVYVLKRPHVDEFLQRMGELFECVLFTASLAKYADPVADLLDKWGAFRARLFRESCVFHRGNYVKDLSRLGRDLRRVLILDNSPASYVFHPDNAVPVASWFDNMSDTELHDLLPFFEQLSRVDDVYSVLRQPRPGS
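Material – SCP-1 phosphatase catalytic domain, residues 76-261 · Buffer or medium – Acidic Tris acetate buffer with magnesium and detergent · Also added – Phospho 17-mer peptide substrate · Compound – single 20 µM dose, 1% DMSO · Times – 45 min room-temperature reaction, 5 min colour, 30 min stabiliser · Technique – Phosphate-binding colour reagent, absorbance read at 630 nm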
DNMT1 inh: human DNMT1 methyltransferase inhibitors, primary screen, biochemical, molecular beacon, fluorescence, HinP1I cleavage, uHTS | hit rate 0.83% among 360,000 | DNA (cytosine-5)-methyltransferase 1 (Homo sapiens), P26358 | AID 588458, 2011 | inhibition (reported as % activation of signal), % at 10 µM; in the data active means inhibition above about 50%
STEP block: STEP phosphatase inhibitors, primary screen, biochemical, fluorescence intensity, uHTS. recombinant STEP, OMFP fluorogenic substrate. AID 588621, 2011. Tyrosine-protein phosphatase non-receptor type 5 (Homo sapiens), P54829. inhibition, % at 20 µM. hit rate 0.25% among 360,000;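 active means inhibition at 20 µM, scaled per plate between control wells, above about 37%, limit read from the data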;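 further: 0% = DMSO with enzyme and substrate and 100% = substrate only without enzyme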
Target sequence (P54829 whole entry, looked up): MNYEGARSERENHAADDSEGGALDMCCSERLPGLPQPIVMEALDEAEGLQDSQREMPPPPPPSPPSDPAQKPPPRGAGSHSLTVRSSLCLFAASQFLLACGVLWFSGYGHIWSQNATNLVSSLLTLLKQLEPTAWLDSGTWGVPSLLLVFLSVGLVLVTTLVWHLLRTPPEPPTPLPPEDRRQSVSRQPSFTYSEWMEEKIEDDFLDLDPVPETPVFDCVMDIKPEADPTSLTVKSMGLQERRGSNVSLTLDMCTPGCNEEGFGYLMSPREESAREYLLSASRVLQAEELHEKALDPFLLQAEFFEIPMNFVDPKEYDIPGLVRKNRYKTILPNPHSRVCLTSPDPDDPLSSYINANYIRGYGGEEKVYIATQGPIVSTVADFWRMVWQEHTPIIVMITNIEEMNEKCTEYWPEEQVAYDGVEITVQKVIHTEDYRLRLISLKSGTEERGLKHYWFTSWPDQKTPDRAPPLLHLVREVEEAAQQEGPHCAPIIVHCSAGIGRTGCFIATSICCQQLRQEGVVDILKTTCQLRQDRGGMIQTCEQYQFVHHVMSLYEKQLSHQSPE
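System: isolated STEP enzyme; schedule: 20 min enzyme reaction at room temperature, protected from light; medium: Bis-Tris buffer pH 6.0, 2.5 mM DTT, 0.005% Tween 20; signal: fluorescence, 480/540 nm; dosing: single compound dose of 20 µM, 1% DMSO final; also added: OMFP substrate, 25 µM final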
Rpn11 inh: Rpn11 (PSMD14) deubiquitinase inhibitors, primary screen, biochemical, fluorescence polarization, uHTS; human 26S proteasome, Ub4-pepOG fluorescence polarization; 20S core pre-blocked with epoxomicin; 26S proteasome non-ATPase regulatory subunit 14 (Homo sapiens), O00487; hit rate 0.59% among 360,000; calls only at 20 µM;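 active means inhibition at 20 µM, scaled to each plate's controls, above about 33%, limit read from the data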
Target sequence (O00487 whole entry, looked up): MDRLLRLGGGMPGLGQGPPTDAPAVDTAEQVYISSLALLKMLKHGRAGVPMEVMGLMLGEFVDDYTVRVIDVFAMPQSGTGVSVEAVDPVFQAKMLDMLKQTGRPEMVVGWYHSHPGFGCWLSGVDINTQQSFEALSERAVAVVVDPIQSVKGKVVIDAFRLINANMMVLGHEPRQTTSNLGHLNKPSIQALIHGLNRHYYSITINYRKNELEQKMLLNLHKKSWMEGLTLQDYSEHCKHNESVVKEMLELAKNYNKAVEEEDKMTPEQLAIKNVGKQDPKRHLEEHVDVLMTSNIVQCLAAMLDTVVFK
PABP1 MLLE inh: inhibitors of PABP1 MLLE–PAM2 peptide binding, primary screen, biochemical, fluorescence polarization, FITC-PAM2, GST-MLLE; Polyadenylate-binding protein 1 (Homo sapiens), P11940; inhibition, % at 20 µM; hit rate 0.36% among 360,000; AID 588489, 2011; in the data active means inhibition above about 35%, passing the limit was not always enough;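 further: plate controls were DMSO wells with GST-MLLE for no effect and wells lacking GST-MLLE protein for full effect; some results filed as inactive read as strong as hits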
NadD inh: inhibitors of S. aureus NadD, primary screen, biochemical, colorimetric, uHTS; purified NadD enzyme, colorimetric absorbance read-out; inhibition, % at 20 µM; hit rate 0.78% among 360,000; AID 602399, 2012; in the data active means inhibition above about 26%; further: some compounds past the cut are filed as inactive
SUMO1-SIM PPI: modulators of SUMO1 protein-protein interactions, primary screen, biochemical, uHTS; inhibition, % at 20 µM; hit rate 0.33% among 360,000; Small ubiquitin-related modifier 1 (Homo sapiens), P63165; SUMO1 binding to a labelled peptide, TR-FRET, 1 h; AID 602429, 2012; in the data active means inhibition above about 37%
LMPTP inh: LMPTP phosphatase inhibitors, primary screen, biochemical, fluorescence intensity, uHTS | Low molecular weight phosphotyrosine protein phosphatase (Homo sapiens), P24666 | recombinant LMPTP-A, OMFP fluorogenic substrate | inhibition, % at 20 µM | hit rate 0.22% among 360,000 | AID 651560, 2012;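 active means compounds that cut the enzyme signal by at least half of the control window in the single-dose screen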;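 further: plate controls were DMSO wells with enzyme plus substrate for no effect and substrate without enzyme for full effect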
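Assay system: LMPTP-A phosphatase enzyme | Input: 0.625 nM enzyme | Also added: Fluorogenic phosphatase substrate OMFP at 400 µM final | Compound dosing: One test concentration per compound, 20 µM, with 3% DMSO overall | Schedule: 50 min enzyme reaction at room temperature, protected from light | Signal: Fluorescence intensity | Benchmarks: no-enzyme and uninhibited controls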
Starred values were filed as active, the others as inactive; i = inactive; nt = no result given.

SMILES	Tb MetRS inh	CSN inh	Scp1 inh	DNMT1 inh	STEP block	Rpn11 inh	PABP1 MLLE inh	NadD inh	SUMO1-SIM PPI	LMPTP inh
CCCCn1nnnc1C(c1cccc(OC)c1OC)N1CCC2(CC1)C(=O)NCN2c1ccccc1 (stereo not given)	-0.4	5.7	nt	-1.0	11.5	i	4.5	-0.2	9.3	9.8
CCN1CCN(c2ccc([N+](=O)[O-])cc2C#N)CC1	1.1	-10.0	-11.3	11.5	-1.7	i	5.5	-4.4	-20.2	-1.3
C[C@H]1C(=O)O[C@@H]2CCN3CC=C(COC(=O)[C@](C)(O)[C@]1(C)O)[C@H]23	-0.7	-5.0	24.1	-0.6	1.1	i	-6.4	1.0	9.0	0.4
C=CCn1c(O)c(/C(C)=N/N2CCN(C)CC2)c(=O)[nH]c1=O	-1.1	3.9	0.1	-3.0	-1.7	i	-4.5	-1.6	-4.6	-1.9
CSc1nc(C)c(Br)c(N2CC2)n1	-0.7	3.7	3.3	4.8	2.8	i	-61.2	3.9	8.0	2.2
COC(=O)C1=C(c2ccc(Cl)c(C(F)(F)F)c2)C[C@@H]2CC[C@H]1N2C(=O)NCC1CC1	-0.3	-0.7	-8.6	-3.6	1.3	i	5.1	-4.9	1.7	1.1
CC(C)N(C(=O)CCl)c1ccccc1	0.4	4.0	-11.7	3.6	0.7	i	-4.0	5.2	1.3	-2.1
Clc1ccc(C(Cl)(Cl)Cl)c(Cl)c1	0.4	6.3	-15.2	1.3	-1.1	i	10.0	1.7	6.2	-1.3
C[N+](C)(C)CC1CCCc2ccccc2C1=O (stereo not given)	-0.4	-0.9	35.7	7.2	1.7	i	-130.2	6.5	0.1	-1.1
COc1cc(OC)c([C@H]2C=C(C)[C@H]3C[C@@H]2C3(C)C)c(OC)c1	0.1	1.3	0.1	-1.0	0.7	i	-3.1	1.6	5.3	1.1
CCC(=NCc1ccco1)c1c(O)n(-c2ccc(C)cc2)c(=O)[nH]c1=O	-0.1	-0.9	0.6	2.1	2.0	i	-6.8	-0.5	-4.4	0.0
CC(=O)CCC(C)=O	-1.0	-2.5	-12.2	0.0	-1.7	i	10.9	6.7	1.4	-0.1
Cc1cccc(C)c1NC1=NCCCS1	-0.1	0.9	-11.3	-1.9	-4.8	i	11.4	0.0	1.6	-1.0
CCCNC(=O)N1[C@H]2CC[C@@H]1C(C(=O)OC)=C(c1cccc(Cl)c1)C2	0.0	-6.5	-14.5	3.9	2.1	i	-4.2	-1.3	3.2	-1.0
COc1ccc2c3c1OC1C(O)C=CC4[C@@H](C2)N(C)CC[C@]314 (stereo not given in full)	0.3	4.0	-3.2	-0.2	-1.4	i	-1.2	-0.4	0.0	0.4
CCN(CC)C(=O)c1ccc(NC(=O)COC(=O)c2ccc(Cl)s2)cc1	0.7	-2.2	-9.8	2.8	0.6	i	1.6	-3.3	-1.8	-1.0
C[C@@]12CC[C@@H](c3cc4c(cc3C1)OCO4)N2c1ccccc1	-0.1	1.8	nt	nt	nt	nt	nt	nt	4.6	1.5
COc1cccc(CN2CCCC(C(=O)c3ccccc3SC)C2)c1O (stereo not given)	0.3	-3.6	-4.1	1.1	-0.4	i	2.9	-2.0	4.5	0.5
CCc1ccc(-n2c(O)c(/C=N/NC(=O)c3ccncc3)c(=O)[nH]c2=O)cc1	-0.5	0.1	-2.7	1.3	-3.0	i	-28.3	1.2	-15.2	-0.5
CCCC(C)C1C(C#N)=C(N)Oc2c1c(=O)oc1ccccc21 (stereo not given)	-1.0	4.6	-7.3	-3.2	-1.8	i	3.3	-3.4	-0.1	1.1
CCC(=Nc1ccccc1N)c1c(O)[nH]c(=O)[nH]c1=O	-2.6	3.9	-9.1	0.1	-1.0	i	3.5	-8.5	-2.0	-3.6
C(=NC1CCCCC1)c1c[nH]c2ccccc12	-0.1	4.8	-2.7	-3.2	0.1	i	-6.2	-2.9	-5.8	0.2
CC(C)COc1ccc(Cc2c(O)[nH]c(=S)[nH]c2=O)cc1	-0.9	-1.0	-1.8	-3.0	-2.1	i	-103.1	-1.9	1.1	-2.3
Cc1c(C)c2ccc(OCC(=O)N3CCC(C(=O)O)(c4ccccc4)CC3)c(C)c2oc1=O	0.8	4.0	-1.3	2.2	1.2	i	3.0	8.3	-2.1	0.9
COc1ccc(-n2c(O)c(/C(C)=N/Nc3ccccc3)c(=O)[nH]c2=O)cc1	0.3	1.4	-10.8	-3.6	0.6	i	2.5	11.1	3.8	0.8
O=C(O)C1C2CCC(O2)C1C(=O)Nc1ccc(F)c(F)c1 (stereo not given)	-0.7	0.9	-8.7	1.4	2.8	i	-15.8	-5.7	4.0	-2.8
COc1cccc(Oc2coc3cc(OC(=O)N(C)C)ccc3c2=O)c1	-1.2	4.0	-0.3	2.0	-1.9	i	5.4	-3.0	2.7	-1.4
CCC(C(=O)N1C[C@H]2C[C@@H](C1)c1cccc(=O)n1C2)c1ccccc1 (stereo not given in full)	-1.6	2.0	1.4	0.2	-0.3	i	-9.3	-2.7	5.2	0.0
O=c1[nH]c2ccccc2n1C1CCN(C(c2nnnn2C2CCCC2)C2CC2)CC1 (stereo not given)	-0.8	4.4	nt	-2.0	3.4	i	7.8	-4.4	4.9	2.0
Cc1ccc(NC(=O)N2CC2)cc1NC(=O)N1CC1	-0.2	2.3	-10.5	0.5	-1.9	i	-1.7	0.6	-4.6	-1.8
N#Cc1ccc(NC(=O)CCNC(=O)c2ccco2)cc1Cl	2.2	-1.3	0.7	1.0	0.5	i	-7.4	-0.9	0.7	-1.0
Cc1oc(-c2ccccc2)nc1CN1C(=O)C(C)N=C(c2ccccc2F)c2cc(Cl)ccc21 (stereo not given)	0.2	4.0	-9.8	-7.8	1.9	i	-0.4	4.1	0.8	3.3
O=c1cc(CN2CC=C(c3ccccc3)CC2)c2c(ccc3ccccc32)o1	0.9	7.6	-3.7	3.5	4.7	i	-11.6	16.1	-7.9	1.6
CN(C)C1(c2nnnn2CCOC(=O)Nc2ccc(Cl)cc2)CCCCC1	0.6	1.2	-0.1	-3.6	-1.5	i	5.2	-6.4	0.8	0.9
CC(=NCC1CCCO1)c1c(O)n(-c2ccc(Cl)cc2)c(=O)[nH]c1=O (stereo not given)	1.5	-0.8	-0.1	-4.9	2.5	i	-5.0	4.8	2.7	-1.2
CN1CCN(c2cc(N3CCNCC3)ccc2[N+](=O)[O-])CC1	0.5	-6.4	-4.8	-16.1	3.3	i	3.1	-6.2	-26.8	4.0
O=C1C=C(N2CC2)c2ccccc2C1=O	0.8	12.7	nt	120.6*	6.9	i	35.5	10.9	65.0*	16.6
CN1CCCC1c1ccc(=O)[nH]c1 (stereo not given)	-0.1	-5.3	-7.6	-1.8	5.3	i	10.4	0.2	0.1	-1.2
CCOP(=O)(OCC)C(O)c1ccc(OC)cc1OC (stereo not given)	0.6	-7.0	-2.3	1.8	-0.5	i	3.9	-3.0	-1.9	-0.2
Cc1cc(N=Nc2ccccc2C)ccc1N	nt	-0.1	1.3	2.9	-3.1	i	7.8	1.2	-21.1	1.5

4 compounds picked at random from the list so far:
SMILES	Tb MetRS inh	CSN inh	Scp1 inh	DNMT1 inh	STEP block	Rpn11 inh	PABP1 MLLE inh	NadD inh	SUMO1-SIM PPI	LMPTP inh
Cc1cc(N=Nc2ccccc2C)ccc1N	nt	-0.1	1.3	2.9	-3.1	i	7.8	1.2	-21.1	1.5
C[C@H]1C(=O)O[C@@H]2CCN3CC=C(COC(=O)[C@](C)(O)[C@]1(C)O)[C@H]23	-0.7	-5.0	24.1	-0.6	1.1	i	-6.4	1.0	9.0	0.4
Cc1cccc(C)c1NC1=NCCCS1	-0.1	0.9	-11.3	-1.9	-4.8	i	11.4	0.0	1.6	-1.0
O=C(O)C1C2CCC(O2)C1C(=O)Nc1ccc(F)c(F)c1 (stereo not given)	-0.7	0.9	-8.7	1.4	2.8	i	-15.8	-5.7	4.0	-2.8

Continued:
SMILES	Tb MetRS inh	CSN inh	Scp1 inh	DNMT1 inh	STEP block	Rpn11 inh	PABP1 MLLE inh	NadD inh	SUMO1-SIM PPI	LMPTP inh
COC(=O)C1=C(c2ccc(F)cc2OCc2ccccc2)C[C@@H]2CC[C@H]1N2C(=O)NC1CC1	-0.4	0.0	-0.2	-3.4	-1.5	i	6.5	0.3	2.5	-1.5
CN1C(=O)C(=Cc2ccc(N3CCOCC3)o2)C(=O)N(C)C1=S	0.2	175.7	-5.0	3.9	7.0	nt	-157.3	0.0	-164.6	19.0
O=C(O)C(Cc1cnc[nH]1)NS(=O)(=O)c1ccc(Cl)cc1 (stereo not given)	0.7	-2.1	-6.7	13.6	-0.3	i	-1.1	-0.9	-0.4	0.0
O=C(O)CCn1cc(C=C2C(=O)NC(=S)NC2=O)c(-c2ccccc2)n1	-0.7	1.6	20.7	2.9	4.9	i	41.9*	1.9	7.2	-2.6
CC(=O)C1C2c3ccccc3O[C@@]1(C)N=c1s/c(=C/c3ccoc3)c(=O)n12 (stereo not given in full)	0.2	10.7	-1.0	-13.7	-3.2	i	-71.2	-7.4	-19.3	-0.4
Cc1cccc2c1N(N=O)CCC2	-0.6	3.6	-1.7	-1.0	-0.8	i	7.3	-6.6	-1.0	-1.5
COC(=O)C1=C(c2c(C)noc2C)C[C@@H]2CC[C@H]1N2C(=O)NCCO	-0.2	-1.0	-2.3	0.9	-1.0	i	-1.8	-6.6	3.5	-0.7
Cc1cc(C)nc(N2Cc3ccccc3C2=N)n1	-0.4	-1.8	-10.1	8.7	1.7	i	-0.8	1.3	2.2	-0.1

Some of the compounds tested, so the mix of outcomes need not match the whole.
